Compound activity as filed in PubChem BioAssay.
aSyn rescue = alpha-synuclein toxicity inhibition in yeast; Yeast expressing alpha-synuclein, growth rescue, BacTiter-Glo, 24 h; Potency, µM (highest dose often 46.1 µM), for inactives: top-dose growth rescue (activation), usual class: activators; 370,000 tested, 0.14% active; note: potency is the fitted concentration of half-maximal effect; % of control where 0% means no effect; nearly all actives have a fitted effect of over 65% in size
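Rescue of yeast growth: cells expressing toxic alpha-synuclein, induced in galactose at OD600 0.02, incubated with compound 24 h at 30 C. ATP luminescence quantified growth; inhibitors of toxicity appear as activators.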
GLP-1R inv ag = inverse agonists of human GLP-1 receptor; P43220; HEK293 GLP-1R CRE-luciferase, luminescence, 24 h; GLP-1R form is constitutively active; Potency, µM (top dose mostly 38.3 µM), for inactives: at the highest dose activity change, negative = inhibition, actives largely listed as inhibitors; 410,000 tested, 1.6% active; note: potency is the fitted concentration of half-maximal effect; % is set by controls: 0 for no effect and ±100 for the full control effect; nearly all actives have a fitted effect of over 55% in size
Target sequence (P43220 whole entry, looked up): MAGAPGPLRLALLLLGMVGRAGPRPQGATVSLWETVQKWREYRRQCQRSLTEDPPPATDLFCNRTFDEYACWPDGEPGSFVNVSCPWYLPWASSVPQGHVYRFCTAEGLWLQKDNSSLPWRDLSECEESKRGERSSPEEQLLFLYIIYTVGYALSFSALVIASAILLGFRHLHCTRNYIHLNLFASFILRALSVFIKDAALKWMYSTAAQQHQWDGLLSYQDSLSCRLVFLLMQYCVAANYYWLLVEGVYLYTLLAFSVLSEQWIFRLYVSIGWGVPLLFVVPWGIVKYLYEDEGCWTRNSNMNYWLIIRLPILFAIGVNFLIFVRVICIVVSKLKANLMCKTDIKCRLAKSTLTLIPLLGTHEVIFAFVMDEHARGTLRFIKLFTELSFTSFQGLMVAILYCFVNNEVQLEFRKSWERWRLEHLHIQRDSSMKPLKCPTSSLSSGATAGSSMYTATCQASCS
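Readout was luciferase luminescence, measured 12 min after detection reagent at room temperature. Beforehand, GLP-1R reporter HEK293 cells had sat 12 h, then received compounds for 24 hr at 37 deg C.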
D3 antag = D3 dopamine receptor (human) antagonism. D3R cells, DiscoveRx beta-arrestin luminescence, antagonist mode; active compounds read low. max response, negative = inhibition, %. 360,000 tested, 2.5% active. P35462. AID 652054; in the data active = max response below about -50%; inconclusive = no clear call, values can overlap the other calls; note: % is set by controls: 0 for no effect and ±100 for the full control effect; mostly tested at two doses, the higher about 12 µM
Target sequence (P35462 whole entry, looked up): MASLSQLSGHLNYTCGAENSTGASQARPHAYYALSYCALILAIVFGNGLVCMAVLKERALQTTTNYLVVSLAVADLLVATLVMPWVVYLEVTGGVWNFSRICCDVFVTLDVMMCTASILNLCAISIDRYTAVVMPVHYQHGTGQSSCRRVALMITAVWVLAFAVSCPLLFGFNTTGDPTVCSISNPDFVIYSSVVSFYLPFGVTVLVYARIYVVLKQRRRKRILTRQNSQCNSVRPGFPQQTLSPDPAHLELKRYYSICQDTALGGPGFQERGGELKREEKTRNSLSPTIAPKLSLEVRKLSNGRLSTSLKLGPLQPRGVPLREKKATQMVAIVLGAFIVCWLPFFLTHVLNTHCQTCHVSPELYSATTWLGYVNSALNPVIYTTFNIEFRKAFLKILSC
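Cells expressing the human receptor were seeded at 1500 cells/well, incubated overnight at 37 degrees C in 5% CO2, then exposed to library compounds with dopamine controls for 90 minutes at 37 degrees C before luminescent detection.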
Abeta yeast res = restores growth of yeast expressing A-beta42 peptide | 410,000 tested, 0.063% active | yeast expressing A-beta42, growth rescue, OD600, 48 h; response scale: 0% DMSO, 100% iron-clioquinol control | Potency, µM (series often up to 46.1 µM), inactives show top-dose growth rescue, hits mostly activators; note: potency is the fitted concentration of half-maximal effect; nearly all actives have a fitted effect of over 55% in size
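Yeast A-beta toxicity model in growth medium with pinned compounds, 48 h at 30 C; growth read as absorbance at 600 nm. Normalized to FeCl3/clioquinol equimolar mix (positive) and DMSO (negative).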
GLP-1R agonist = activates the human GLP-1 receptor | AID 624172 | HEK293 GLP-1R CRE-luciferase, luminescence, 4-6 h; cells express a hypersensitive GLP-1R form | P43220 | Potency, µM (series often up to 45.6 µM), for the others: top-dose activation, actives largely listed as activators | 380,000 tested, 0.007% active; note: potency is the fitted concentration of half-maximal effect; % of control where 0% means no effect
PTHR1 ag = activates the human parathyroid hormone receptor PTHR1. Q03431. HEK293 GP2 PTHR1 cells, GloSensor cAMP luminescence, 1 h. Potency, µM (top dose mostly 115 µM), without a hit: at the top dose activation, most hits filed as activators. 410,000 tested, 0.075% active; note: potency is the fitted concentration of half-maximal effect; nearly all actives have a fitted effect of over 55% in size; some results filed as inactive show a strong effect at the top dose; inactives centre near -15; many of its hits are not listed in these tables
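HEK-293-derived GP2 cells expressing PTHR1 and a GloSensor cAMP reporter, 3,000/well, plated overnight, given luciferin plus IBMX (each 0.5 mM as added) for 1 h at 37 °C, then compound for 1 h at 37 °C. Luminescence was read after 15 min at room temperature.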
Akt phos inh = Akt phosphorylation inhibition. Neuro2A IGF-stimulated pAkt S473 HTRF, 20 min; active compounds read low. activity change, % for hits at 50 µM. 360,000 tested, 0.32% active. AID 651550; in the data active = activity change below about -80%; inconclusive = mostly about -51% to -80%; note: % is set by controls: 0 for no effect and ±100 for the full control effect
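Single-point screen (50 µM final compound) in Neuro2A cells stimulated 20 min with 6 nM IGF at 37 deg C. After lysis, Ser473-phosphorylated Akt read by HTRF (ex 330 nm, em 615/665 nm) as the 665/615 ratio.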
FUS suppressor = rescues growth of FUS-expressing yeast | S. cerevisiae FUS-expressing, growth rescue, OD600, 24 h | Potency, µM (doses to about 76.6 µM), without a hit: top-dose growth rescue (activation), hits mostly activators | 390,000 tested, 0.24% active | AID 1347120;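 note: potency is the fitted concentration of half-maximal effect; plate controls were DMSO vehicle for no effect and reference control for full effect; nearly all actives have a fitted effect of over 55% in size; some results filed as inactive show a strong effect at the top dose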
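Quantitative HTS measuring growth restoration of FUS-toxic yeast. Galactose-induced cells (OD 0.005) were exposed 24hr at 30C to compounds at several concentrations, then absorbance at 600 nm was recorded.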
TDP43 rescue = rescues yeast growth from TDP-43 toxicity. TDP-43 expressing yeast growth rescue, BacTiter-Glo, 24 h. Potency, µM (doses to about 46.1 µM), for the others: at the top dose growth rescue (activation), most hits filed as activators. 410,000 tested, 1.8% active. AID 652104; note: potency is the fitted concentration of half-maximal effect; % of control where 0% means no effect; nearly all actives have a fitted effect of over 50% in size
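Cell-based yeast growth screen: TDP-43 expression induced in galactose, inoculum OD600=0.02 after raffinose pregrowth to mid-log. Read-out BacTiter-Glo luminescence at 24 hr, 30 deg C; inhibition of toxicity seen as signal increase.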
Starred values were filed as active, the others as inactive; i = inactive; u = inconclusive; x = no result given; [ ] = remark or other dose. Unless noted, calls come from the whole dose curve; as a rule, active = well fitted curve in the direction sought with a large enough effect; inconclusive = small, poorly fitted or top-dose-only effect, or another doubt; inactive = no such curve, though single readings can be large; an effect the other way counts as inactive or inconclusive.

Second line of a record: aSyn rescue, GLP-1R inv ag, D3 antag, Abeta yeast res, GLP-1R agonist, PTHR1 ag, Akt phos inh, FUS suppressor, TDP43 rescue
O=C(CCNS(=O)(=O)c1ccc(Br)s1)NC1CCCC1
 : -11%, u, -103*, 12%, -9%, i, i, 18%, -1%
COc1ccccc1CCNC(=O)C(=O)NCCC1CCCCN1S(=O)(=O)c1ccccc1 (stereo not given)
 : 2%, u, -5, 7%, 19%, -13%, i, 27%, -6%
Cc1ccc(S(=O)(=O)Nc2ccc(NC(=O)Nc3ccc(F)cc3F)cc2)cc1
 : -1%, 5.6µM*, -2, 14%, 2%, -25%, i, x, 0%
COC(=O)CC1Oc2ccc(Cl)cc2-n2cc(-c3ccccc3)nc21 (stereo not given)
 : x, -5%, x, -7%, 0%, 15%, x, 11%, -3%
Clc1ccc(C2=NOC(c3nnc(-c4ccccc4)o3)C2)cc1 (stereo not given)
 : u, 18%, 12, -1%, 1%, -4%, i, -7%, 15%
CCSc1n[nH]c(=S)s1
 : -23%, 65%[activator], u, u, 1%, i, i, 22%, -7%[0.397 µM]
COc1ccc(S(=O)(=O)Nc2ccc(O)c3ccccc23)cc1
 : 5%, 1%, -15, -5%, -2%, -15%, i, x, 23%
COc1ccccc1NS(=O)(=O)c1cc(NC(=O)Cn2cnc3c2c(=O)n(C)c(=O)n3C)ccc1C
 : -1%, 25%, -3, -9%, -3%, -22%, i, x, -23%
Cc1ccnc(SCC(=O)N2CCc3ccccc32)n1
 : -1%, 4%, 4, -5%, 4%, -14%, i, 15%, -15%
CC1(c2ccc3c(c2)OCCO3)NC(=O)N(CC(=O)Nc2c(F)cccc2F)C1=O (stereo not given)
 : 1%, 13%, 5, 0%, 3%, -21%, i, -18%, 12%
O=C(CNC(=O)c1ccc(Cl)cc1)OCN1C(=O)c2ccccc2C1=O
 : -1%, 17%, 14, -4%, -13%, -10%, i, x, 9%
CCOC(=O)c1cc(C)sc1NC(=O)CCC(=O)O
 : 12%, -1%, 13, -10%, -7%, -4%[57.5 µM], i, 14%, -31%[inhibitor]
CCOP(=O)(OCC)C(NC(=O)Nc1ccc(C)cc1)C(N)=O (stereo not given)
 : -6%, 8%, -9, 0%, 3%, -16%, i, 4%, -14%
c1ccc(NN=C2c3ccccc3-c3ccccc32)cc1
 : -4%, -19%, 31, 7%, 13%, i, i, 0%, -17%
CSc1nc(N)c2c3c(sc2n1)CN(C)CC3
 : 0%, 9%, -52*, 0%, -5%, -2%, i, -21%, 13%
CCOC(=O)c1csc(NC(=O)C2=COCCO2)n1
 : -2%, -30%, 11, -2%, -4%, -43%, i, 10%, 3%
CCOC(=O)c1cc(NC(=O)N(CC)CC)c(C)nc1C
 : 6%, 0%, 10, 2%, -20%, -14%[57.5 µM], i, 5%, -4%
Cc1ccc(NC(=O)Nc2sc(=S)n(C)c2C)cc1
 : -8%, -22%, -30, 2%, -10%, -4%[57.5 µM], i, 7%, -5%
CCOC(=O)c1sc(=S)n(-c2cccc(C(F)(F)F)c2)c1SC
 : 8%, 1%, 1, 7%, -2%, i, i, 9%, -6%
O=C(NCCN1CCCC1)C1CCN(S(=O)(=O)N2CCC3(CC2)OCCO3)CC1
 : 1%, -97%, 10, -13%, -7%, -20%, i, -5%, -16%

Sorted by molar mass (ascending): 8 of the compounds above.
Second line of a record: aSyn rescue, GLP-1R inv ag, D3 antag, Abeta yeast res, GLP-1R agonist, PTHR1 ag, Akt phos inh, FUS suppressor, TDP43 rescue
CSc1nc(N)c2c3c(sc2n1)CN(C)CC3
 : 0%, 9%, -52*, 0%, -5%, -2%, i, -21%, 13%
c1ccc(NN=C2c3ccccc3-c3ccccc32)cc1
 : -4%, -19%, 31, 7%, 13%, i, i, 0%, -17%
CCOC(=O)c1cc(C)sc1NC(=O)CCC(=O)O
 : 12%, -1%, 13, -10%, -7%, -4%[57.5 µM], i, 14%, -31%[inhibitor]
CCOC(=O)c1cc(NC(=O)N(CC)CC)c(C)nc1C
 : 6%, 0%, 10, 2%, -20%, -14%[57.5 µM], i, 5%, -4%
O=C(CNC(=O)c1ccc(Cl)cc1)OCN1C(=O)c2ccccc2C1=O
 : -1%, 17%, 14, -4%, -13%, -10%, i, x, 9%
CCOC(=O)c1sc(=S)n(-c2cccc(C(F)(F)F)c2)c1SC
 : 8%, 1%, 1, 7%, -2%, i, i, 9%, -6%
CC1(c2ccc3c(c2)OCCO3)NC(=O)N(CC(=O)Nc2c(F)cccc2F)C1=O (stereo not given)
 : 1%, 13%, 5, 0%, 3%, -21%, i, -18%, 12%
O=C(NCCN1CCCC1)C1CCN(S(=O)(=O)N2CCC3(CC2)OCCO3)CC1
 : 1%, -97%, 10, -13%, -7%, -20%, i, -5%, -16%

(listing goes on)
Second line of a record: aSyn rescue, GLP-1R inv ag, D3 antag, Abeta yeast res, GLP-1R agonist, PTHR1 ag, Akt phos inh, FUS suppressor, TDP43 rescue
CCOC(=O)C1=C(C)NC(=O)NC1c1ccc(OCC(=O)OC)c(OC)c1 (stereo not given)
 : -7%, -3%, 0, 0%, -8%, i, x, -17%, -3%
COc1ccc(NC(=O)CCn2c(=S)[nH]c3ccccc3c2=O)cc1
 : 1%, 34%[activator], 0, -2%, 0%, -2%, i, -7%, -5%
Cc1cc(OCC(=O)N(C(C)C)C(C)C)ccc1Cl
 : 22%, u, -4, 4%, 10%, i, i, 0%, 10%
COc1cc(C(=O)Nc2cccc(-n3cnnn3)c2)cc(Cl)c1OC
 : 8%, u, 24, -5%, 6%, i, i, 26%, 6%
COc1ccc(CN(Cc2ccccn2)C(=O)CN2C(=O)C(C)Oc3ccccc32)cc1 (stereo not given)
 : 6%, 0%, 37, 22%, 3%, u, i, 14%, -1%
O=C(CN(Cc1ccc(Cl)cc1)S(=O)(=O)c1ccccc1)NCC1CCCO1 (stereo not given)
 : 14%, -18%, -14, 4%, 2%, i, i, x, -4%
Cc1noc(C)c1COc1ccccc1C(=O)N(C)CC(=O)Nc1ccc(F)cc1
 : -2%, 6%, -2, 2%, 1%, -25%, i, 6%, 10%
Cc1ccc(C)c(OCc2cc(C(=O)N3CCN(C(=O)c4ccco4)CC3)no2)c1
 : -1%, -25%, 4, 18%, 1%, i, i, 21%, u
COc1ccc2cc(Br)ccc2c1CC(=O)NC(C)C
 : 2%, u, 0, -5%, 0%, -42%[inhibitor], i, 11%, -1%
COc1ccc(Cl)cc1C(=O)NNC1CC(=O)N(Cc2ccc(Cl)cc2)C1=O (stereo not given)
 : 2%, -5%, 3, 3%, -8%, -12%, i, 24%, 24%
CCOc1cccc(/C=N/N2C(C)CCCC2C)c1O (stereo not given)
 : 4%, -23%, 25, -8%, -3%, i, i, -27%, -3%
CCOC(=O)CCNC(=O)N1CCC(CCC(=O)NCc2ccc(F)cc2)CC1
 : 13%, -13%, 7, 4%, -9%, -21%, i, -7%, 11%
O=C(Nc1cc(C(F)(F)F)ccc1Cl)c1cc(C2CC2)on1
 : 5%, -9%, -6, -10%, -9%, i, i, 8%, 0%
O=C(Nc1c(-c2ccccc2)[nH][nH]c1=O)c1cccc(C(F)(F)F)c1
 : 1%, -3%, -19, -6%, -3%, -9%, i, -18%, 24%
COc1cccc(-c2c[nH]c(=O)[nH]c2=O)c1
 : -2%, 13%, 0, -12%, 5%, 13%, i, 9%, -18%
Cc1cccc(C(=O)OCC(=O)N(C)C(c2ccccc2)c2ccccc2)c1[N+](=O)[O-]
 : -10%, u, -12, -1%, 9%, -13%, i, 22%, 20%
Cc1c(C(c2ccccc2O)c2c(C)n(C)n(-c3ccccc3)c2=O)c(=O)n(-c2ccccc2)n1C
 : 1%, 13%, -5, -2%, -5%, 0%, i, -24%, -7%
CCn1c(SCC(=O)c2cccs2)nnc1-c1cccs1
 : 17%, 0%, 17, -27%, 25%, i, x, 15%, -21%
Cc1ccn(CCC(=O)NC2CCCc3c2cnn3-c2cccc(C)c2C)n1 (stereo not given)
 : -2%, 8%, 16, 8%, 2%, -33%[inhibitor], i, 8%, 8%
O=C(NCCCN1CCCC1)c1ccc2c(c1)N(Cc1ccc(F)cc1)C(=O)c1ccccc1S2=O (stereo not given)
 : -5%, u, u, 2%, 8%, -10%, i, 46%, u
Cc1cccc(OCC(=O)N(Cc2nnc(-c3ccccc3Cl)o2)C2CC2)c1
 : 10%, u, 0, -3%, 3%, -47%[inhibitor], i, 1%, 0%
N#C/C(=C1/CCCCCN1)c1nnc2n1CCCCC2
 : -1%, 1%, 11, 0%, 0%, -1%[57.5 µM], i, -20%, -14%
CCOC(=O)c1c(S(=O)(=O)NCC(=O)Nc2ccc(C)c(N(C)C)c2)c(C)n(C)c1C
 : x, 10%, x, 9%, x, i, x, 11%, 9%
O=C(CSc1nc(-c2ccc(F)cc2)cs1)Nc1ccccn1
 : 2%, 3%, 11, -1%, 0%, i, i, -4%, 1%
COCCN1CC(O)=C(c2nc3ccccc3c(=O)[nH]2)C1=N
 : 1%, 6%, -16, -10%, -5%, i, i, 31%, 1%
C=CCOc1ccc(CNC(C)(C)CO)cc1OCC
 : 0%, -16%, -21, -7%, -5%, -23%[57.5 µM], i, -10%, -5%
COc1ccc(CCNCc2c(OC)ccc3ccccc23)cc1OC
 : 1%, u, -16, 8%, 2%, -21%, i, -17%, 0%

These rows are one share of the data. The share of hits here may be higher or lower than overall.
